Bioassay records: PubChem BioAssay, several laboratories
Autophagy mod: alters autophagy in cells; MEF GFP-LC3 puncta imaging; test concentration mostly 10 µM; calls only at 10 µM (by protocol); hit rate 0.98% among 190,000;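 active = percentage of spot-positive cells more than 3 SD above its plate mean, without a fluorescence outlier flag or 80% toxicity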;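 also: spot-positive cell cutoff set from DMSO-treated cells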
Hep lipid drop: modulators of hepatic lipid droplet formation. hit rate 0.4% among 240,000. inhibition, % at 6.5 µM. AML12 mouse hepatocytes, oleate lipid droplets, BODIPY imaging;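 active = lipid droplet intensity inhibited by at least 50%, with more than 500 cells counted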
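Material – mouse AML12 hepatocyte cell line, fixed after treatment · Compound dosing – one dose, 6.5 µM compound · Times – compound with oleate, overnight · Measured by – Image-based BODIPY and DAPI two-channel analysis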
West Nile antiviral: West Nile virus antiviral activity, cell-based, CPE readout (AID 1621). West Nile virus-infected cells, CPE inhibition; higher % means a stronger effect. CPE inhibition, % at 10 µM, or IC50 in µM where a hit was titrated. hit rate 0.02% among 290,000; in the data active = a potency from the dose series; also: strong numbers were not always called active
T cell HTS: modulates CD8 T cell binding to vesicles | 2C CD8+ T cell-vesicle binding, flow cytometry; active compounds read low | calls only at 7 µM | hit rate 0.068% among 330,000 | AID 2052;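 active = response, share of CD8 T cells binding vesicles, and their 90th percentile fluorescence all below set limits, cut at about 80% in these data, passing the limit was not always enough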
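Assay system: 2C TCR transgenic mouse naive CD8+ T cells, MACS-purified | Read-out: CD8+ gate FL2 mean fluorescence as % of same-row positive control | Signal: High-throughput flow cytometry with anti-B7-1 and anti-CD8 staining | Timing: Binding step 1.5 h, 37 °C, antibody labelling 20 min, ice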
MT stabilize HCS: microtubule stabilizers in HeLa cells; HeLa tubulin immunostaining HCS, 24 h; share of cells brighter than vehicle mean+2SD; % tubulin-high responders, % at 10 µM; hit rate 0.83% among 200,000; AID 2205;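 active = plate Z-score above 3 for both tubulin-high and condensed-nucleus cell shares, with cell loss under 80%, at 10 µM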;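 also: anti alpha tubulin signal scored within the nucleus-defined area of each cell; some results filed as inactive read as strong as hits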
bCat nuc transl: alters nuclear translocation of beta-catenin in HeLa cells. immunofluorescence imaging. nuclear translocation activity, % at 5 µM. hit rate 0.3% among 190,000. AID 1665;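 active = nuclear translocation activity above 50% at 5 µM, with a well cell count of 50 or more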;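 also: per-cell ratio of nuclear to cytoplasmic median beta-catenin stain intensity; plate controls were DMSO negative control for no effect and GSK-3 inhibitor IX positive control for full effect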
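System: HeLa cells, endogenous beta-catenin; compound dosing: 5 µM primary single dose, 0.1% DMSO, 0.02–20 µM confirmation series; incubation: 24 h compound exposure at 37°C, 5% CO2; signal: beta-catenin immunofluorescence imaging with DAPI; evaluation: % activation, nuclear-to-cytoplasmic median beta-catenin signal ratio per cell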
Myeloid diff MLP: compounds promoting myeloid differentiation; calls only at 10 µM; AID 624256; ER-HoxA9 myeloid progenitors, lysozyme-GFP differentiation, flow cytometry; hit rate 1% among 360,000;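 active = normalized GFP-positive differentiation at or above the plate's own cutoff, the solvent-only control mean plus 3 SD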;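 also: cells exposed to compound for four days before flow analysis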
Ins promoter up: MIN6 insulin promoter up-regulation; z-score at 5 µM; hit rate 0.3% among 190,000; MIN6 insulin promoter-GFP reporter, high-content imaging; active compounds read high;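 active = z-score above 3 at 5 µM with at least 500 cells counted in the well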
WT yeast gro inh: growth inhibition of WT yeast, mitochondrial fusion screen | inhibition, % at 10 µM | hit rate 2.1% among 190,000 | mitochondrial fusion phenotypic screen, WT strain; in the data active = inhibition above about 58%; tested in S. cerevisiae
WT yeast gro inh mutant strain: also measured in WT yeast gro inh; calls as there; inhibition, %; mitochondrial fusion phenotypic screen, mutant strain inhibition
Ins promoter up cell count: also measured in Ins promoter up; calls as there; cell count; measured here: cytotoxicity, nuclei count;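 total cells summed across four imaged fields per well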
Hep lipid drop cells 6.5 µM: recorded beside Hep lipid drop, whose call it bears; cell count; measured here: cell count, cytotoxicity flag;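 cells counted across two imaged fields per well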
bCat nuc transl cell count 5 µM: also measured in bCat nuc transl; calls as there; cell count; measured here: cell count, cytotoxicity flag
T cell HTS vesicle-bound %: second read-out of T cell HTS, no call of its own (marks repeat the call); double positive events, %; measured here: CD8+ vesicle-bound cell fraction;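 binding gate set so that unloaded-vesicle control wells show 10% double positive cells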
MT stabilize HCS Hoechst-high %: recorded beside MT stabilize HCS, whose call it bears; % Hoechst-high responders; measured here: nuclear condensation Hoechst responders;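 share of cells brighter than vehicle mean plus two SD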
MT stabilize HCS cytotoxicity %: also measured in MT stabilize HCS; calls as there; toxicity, %; measured here: cytotoxicity by cell density;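 0% = mean cell density of plate MIN control wells and 100% = no cells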
Autophagy mod cell loss 18 h: second read-out of Autophagy mod, no call of its own (marks repeat the call); toxicity, %; measured here: cell loss, nuclei count;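 cell loss after 18 h compound exposure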
Myeloid diff MLP GFP+ MAC1+ %: second read-out of Myeloid diff MLP, no call of its own (marks repeat the call); GFP+ MAC1+ double positive, %; measured here: differentiation confirmed by MAC1 staining
* = called active by the depositor; i = inactive; . = no result given; + = active, no number.

Values run as follows: Autophagy mod	Autophagy mod cell loss 18 h	Hep lipid drop	Hep lipid drop cells 6.5 µM	West Nile antiviral	T cell HTS	T cell HTS vesicle-bound %	MT stabilize HCS	MT stabilize HCS Hoechst-high %	MT stabilize HCS cytotoxicity %	bCat nuc transl	bCat nuc transl cell count 5 µM	Myeloid diff MLP	Myeloid diff MLP GFP+ MAC1+ %	Ins promoter up	Ins promoter up cell count	WT yeast gro inh	WT yeast gro inh mutant strain
- CN1C=CC=C/C1=C(\C#N)c1nc2ccccc2[nH]1
→ i	-6	.	.	-0.1%	i	22	1.9	1.9	8.4	1.3	1146	i	6.9	0.26	963	-12	-30
- O=C(Nc1ccc(Cl)cc1)N(C1=NCCC1)c1ccc(OC(F)F)cc1
→ i	-1	.	.	-0.7%	i	32	3.2	1.5	10	0.2	808	i	1.6	2.2	1283	-4	7
- O=C(O)/C=C\C(=O)Nc1cc(O)ccc1[N+](=O)[O-]
→ .	.	4	655	0.4%	i	42	.	.	.	-0.6	1280	i	0.0	-0.29	1181	.	.
- Cc1cc(NC(=O)c2ccc(S(=O)(=O)N(C)C)cc2)n(-c2ccccn2)n1
→ i	4	.	.	0.5%	i	29	0.9	1.2	4.3	0.3	1420	i	1.9	0.08	1542	12	-1
- Cc1ccccc1-c1noc(-c2ccccc2C(=O)NCc2ccco2)n1
→ .	.	-10	692	-0.2%	i	36	.	.	.	-2.8	973	i	0.4	0.46	1265	.	.
- Cc1csc(NC(=O)C2CCCCC2)n1
→ .	.	4	801	-0.3%	i	64	.	.	.	.	.	i	0.6	.	.	.	.
- CN(CCC1CCOCC1)C(=O)CC1C(=O)NCCN1CC1CCCCC1 (stereo unspecified)
→ i	10	9	713	0.5%	i	60	1.3	1.5	8.7	-0.6	1551	i	0.4	.	.	-4	14
- Cc1noc(C)c1COc1ccc(C(=O)Nc2ccccn2)cc1
→ .	.	8	876	-0.7%	i	42	.	.	.	.	.	i	3.3	.	.	.	.
- CC(=O)c1ccc(S(=O)(=O)N2CCCC(N(C)CCc3ccccn3)C2)cc1 (stereo unspecified)
→ .	.	-4	695	-0.4%	i	9	.	.	.	.	.	i	0.0	.	.	.	.
- Cc1cc(C)nc(/N=C(/NC(=O)Nc2ccc(Cl)c(Cl)c2)Nc2ccccc2)n1
→ i	2	16	700	-0.1%	i	49	3.6	3.4	3.5	-1.2	1126	.	.	-0.27	1410	1	-11
- COc1ccccc1NC(=O)Cn1c(C)nc2c(sc(=S)n2Cc2ccco2)c1=O
→ .	.	-30	724	0.6%	i	31	.	.	.	.	.	i	1.6	.	.	.	.
- O=C(CCCCN1CCCCC1)c1ccc2c(c1)Cc1ccccc1-2
→ i	17	18	698	-1.2%	i	5	2.6	3.6	4.6	9.9	1062	i	1.7	-1.9	1098	33	7
- Cc1ccc(S(=O)(=O)N2CCc3ccccc3C2CN2C(=O)c3ccccc3C2=O)cc1 (stereo unspecified)
→ i	20	-14	677	1.1%	i	50	3.7	1.2	2.7	0.7	1041	i	1.2	-0.66	1900	-7	-12
- Cc1ccc(NC(=O)C2CCCNC2=O)nc1 (stereo unspecified)
→ i	0	1	702	-0.1%	i	23	3.4	2.7	6.4	-0.7	1110	i	0.6	-0.47	1177	-5	-13
- O=C(O)c1ccc(NC(=O)c2ccc(COc3ccccc3)o2)cc1
→ .	.	-1	824	-0.1%	i	40	.	.	.	.	.	i	0.9	.	.	.	.
- Cc1cc(NC(=O)CSc2nc3ccccc3c(=O)n2C(C)c2ccccc2)no1 (stereo unspecified)
→ i	-4	8	811	-0.5%	i	18	13	2.6	37	.	.	i	1.2	-0.45	943	1	-9
- Cc1ccc(Cn2nnnc2CN2CCC(O)(c3ccccc3F)CC2)cc1
→ i	-3	13	790	-0.9%	i	48	2.4	1.6	3.9	-2.0	1227	i	1.9	-0.22	1165	-5	-34
- Cc1cc(NC(=O)CSc2nnc(C)n2C)no1
→ .	.	10	809	-0.2%	i	31	.	.	.	.	.	i	0.5	.	.	.	.
- Cc1oc(C)c2c(=O)ccc3c(c12)OC(N)=C(C#N)C3c1ccccc1 (stereo unspecified)
→ +	9.5*	4	624	0.3%	i	39	6.2	3.1	5.2	1.1	1083	i	1.5	.	.	-1	0
- CCc1nnc(NC(=O)CCN2C(=O)c3ccccc3C2=O)s1
→ i	7	.	.	0.5%	i	34	3.3	1.6	11	-4.5	914	i	0.6	0.14	1236	-2	-2

The closing two compounds of the section above come first, to join the parts.
Values run as follows: Autophagy mod	Autophagy mod cell loss 18 h	Hep lipid drop	Hep lipid drop cells 6.5 µM	West Nile antiviral	T cell HTS	T cell HTS vesicle-bound %	MT stabilize HCS	MT stabilize HCS Hoechst-high %	MT stabilize HCS cytotoxicity %	bCat nuc transl	bCat nuc transl cell count 5 µM	Myeloid diff MLP	Myeloid diff MLP GFP+ MAC1+ %	Ins promoter up	Ins promoter up cell count	WT yeast gro inh	WT yeast gro inh mutant strain
- Cc1oc(C)c2c(=O)ccc3c(c12)OC(N)=C(C#N)C3c1ccccc1 (stereo unspecified)
→ +	9.5*	4	624	0.3%	i	39	6.2	3.1	5.2	1.1	1083	i	1.5	.	.	-1	0
- CCc1nnc(NC(=O)CCN2C(=O)c3ccccc3C2=O)s1
→ i	7	.	.	0.5%	i	34	3.3	1.6	11	-4.5	914	i	0.6	0.14	1236	-2	-2
- O=C(NCCc1ccccn1)C(F)(F)C(F)(F)C(F)(F)C(F)(F)C(F)(F)C(F)F
→ i	3	-2	588	-0.5%	i	33	1.7	3.2	4.5	1.7	853	i	0.1	-0.36	1316	-8	-1
- CC(=O)NC1=NN(C(C)=O)C2(CCCCC2)S1
→ i	-6	0	772	-0.1%	i	9	3.1	1.6	3.7	1.3	497	i	3.2	.	.	-13	-10
- CCOc1ccc(Nc2ccc(N3C(=O)CCC3=O)cc2[N+](=O)[O-])cc1
→ i	4	0	672	0.3%	i	18	1.9	2.5	7.3	1.7	1132	i	0.2	0.08	1200	-4	-4
- CCOC(=O)Cn1c(O)c(N=NC(=O)CNC(=O)Cc2ccccc2)c2ccccc21
→ .	.	15	802	0.3%	i	20	.	.	.	.	.	i	0.6	.	.	.	.
- N/C(Cc1cccc2ccccc12)=N\OC(=O)c1ccc2c(c1)OCO2
→ i	22	-2	720	-0.5%	i	66	4.2	1.6	8.2	-1.1	1468	i	0.8	1.4	1337	-6	2
- O=c1[nH]c(SCc2ccccc2)nc2[nH]ncc12
→ i	33	-15	681	0.2%	i	41	1.5	1.4	3.3	-0.7	1069	i	0.0	-0.29	1171	1	-13
- Cc1nc2ccc3nc(NC(=O)c4ccc(S(=O)(=O)N5CCOCC5)cc4)sc3c2s1
→ i	22	.	.	-0.3%	i	59	3.5	2.2	4.9	-0.2	1302	i	1.8	-0.21	1719	5	-12
- Cc1ccc(C(C)C)c(OCCCN2CC(C)OC(C)C2)c1 (stereo unspecified)
→ i	3	-5	696	-0.1%	i	19	3.3	1.6	5.2	.	.	i	0.4	.	.	14	24
- COc1cc(NS(=O)(=O)c2ccc(NC(=O)c3ccc(Cl)cc3Cl)cc2)ncn1
→ .	.	2	839	-0.5%	i	30	.	.	.	.	.	i	1.1	.	.	.	.
- COCC(=O)Oc1c(Sc2ccccc2[N+](=O)[O-])c(C)nn1C(C)(C)C
→ i	3	5	654	-0.4%	i	17	5.4	2.5	13	-3.8	1099	i	0.8	0.19	1183	-2	-10
- COc1ccccc1NCc1cc(=O)oc2c(C)c(O)ccc12
→ .	.	6	813	0.7%	i	7	.	.	.	.	.	i	0.6	.	.	.	.
- Cc1cccc(NC(=S)N2CCC(c3nc4ccccc4o3)CC2)c1
→ i	17	3	747	-0.4%	i	26	1.1	2.1	9.5	-0.5	1029	i	0.2	-1	1156	29	26
- O=C(NC(=S)N1CCc2ccccc21)c1ccccc1Cl
→ .	.	-3	838	0.1%	i	41	.	.	.	.	.	i	1.5	.	.	.	.
- COc1cccc(-n2c(SCC(=O)c3c[nH]c4ccccc34)nc3ccccc3c2=O)c1
→ i	-3	-2	558	-0.8%	i	54	3.7	3.3	2.6	.	.	i	0.4	-0.77	1047	-4	-10
- CS(=O)(=O)Nc1cccc(S(=O)(=O)N2CCN(C(=O)c3ccccc3)CC2)c1
→ .	.	4	728	0.2%	i	23	.	.	.	0.8	1335	i	0.3	0.21	846	.	.
- O=C(CN(Cc1ccccc1)C(=O)CNS(=O)(=O)c1ccc(F)cc1)NCc1ccco1
→ .	.	-5	844	0.2%	i	42	.	.	.	.	.	i	0.1	.	.	.	.
- COC(=O)c1ccc(N2C(=O)c3ccc(OC)c(OC)c3C2=O)cc1
→ i	-3	.	.	0.7%	i	6	3.4	3.3	1.4	-1.1	875	i	0.9	0.44	1257	.	.

Compounds were not picked by outcome; any-hit rate near 3.9%.
